Screens deposited in PubChem BioAssay by The Scripps Research Institute Molecular Screening Center.
GAA850 FXN act = activators of GAA850 frataxin (FXN) promoter. HEK293 lucGAA850 FXN promoter luciferase reporter, 24 h; percent of 10 µM SAHA response. activation, % at 6 µM. hit rate 0.56% among 360,000. AID 540364;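 active = activation above the average of all compounds screened plus 3 SD, cutoff fixed separately per campaign, cut at about 7.5% in these data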;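 note: 0% = DMSO wells and 100% = 10 µM SAHA wells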
hcDAF12 agonist = activators of H. contortus DAF-12 nuclear receptor; HEK293 hcDAF-12 lit1-tk-luc reporter, luminescence; 0% DMSO, 100% Δ7-dafachronic acid; activation, % at 6.8 µM; hit rate 1.4% among 370,000; AID 652067;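 active = activation above the mean of all tested compounds plus 3 SD, cut at about 5.5% in these data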;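 note: 100% = response to 3 µM Δ7-dafachronic acid high control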
DAX1 inh-1 = blocks DAX1 repression of SF-1 activated StAR promoter; AID 652010; HEK293T StAR-luciferase reporter, SF-1/DAX-1 repression relief; inhibition, % at 6.8 µM; hit rate 1.1% among 370,000;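 active = inhibition above the mean over all tested compounds plus 3 SD, cut at about 3.6% in these data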;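 note: 0% = DAX-1 cells with DMSO and 100% = cells lacking DAX-1 with DMSO; higher inhibition means more luminescence from relief of DAX-1 repression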
DAX1 inh-2 = inhibits human nuclear receptor DAX1; P51843; HEK293 Gal4-DAX1 luciferase reporter, luminescence; inhibition, % at 6.75 µM; hit rate 0.99% among 340,000; AID 504766;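 active = inhibition above the mean over all tested compounds plus 3 SD, cut at about 4.2% in these data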;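 note: 0% = DAX1-transfected cells with DMSO and 100% = empty-vector control cells with DMSO; inhibition shows as a rise in luminescence from relieved DAX1 repression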
ADAM10 inh = ADAM10 inhibition, QFRET primary screen; hit rate 0.62% among 370,000; inhibition, % at 7 µM; recombinant ADAM10, EDANS/DABCYL FRET peptide cleavage, 3 h; O14672;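 active = inhibition above a per-campaign cutoff equal to the mean of compounds falling between control-based bounds plus 3 SD, cut at about 20% in these data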;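 note: 0% = DMSO wells while the 100% control is not disclosed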
ADAM17 inh = inhibitors of human ADAM17; P78536; inhibition, % at 6.95 µM; recombinant ADAM17, EDANS/DABCYL FRET peptide cleavage; hit rate 0.83% among 370,000;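 active = inhibition above the mean of compounds lying between control limits plus 3 SD, set per campaign, cut at about 8.5% in these data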;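 note: 0% = DMSO-only wells as the low control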
PLC-beta3 inh = blocks human PLC-beta3 enzyme activity; Purified PLC-beta3, fluorogenic substrate, fluorescence; hit rate 0.18% among 370,000; Q01970; inhibition, % at 12.2 µM; in the data active = inhibition above about 11%;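 note: 0% = median of compound wells on plate and 100% = full blocker control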
Target sequence (Q01970 whole entry, looked up): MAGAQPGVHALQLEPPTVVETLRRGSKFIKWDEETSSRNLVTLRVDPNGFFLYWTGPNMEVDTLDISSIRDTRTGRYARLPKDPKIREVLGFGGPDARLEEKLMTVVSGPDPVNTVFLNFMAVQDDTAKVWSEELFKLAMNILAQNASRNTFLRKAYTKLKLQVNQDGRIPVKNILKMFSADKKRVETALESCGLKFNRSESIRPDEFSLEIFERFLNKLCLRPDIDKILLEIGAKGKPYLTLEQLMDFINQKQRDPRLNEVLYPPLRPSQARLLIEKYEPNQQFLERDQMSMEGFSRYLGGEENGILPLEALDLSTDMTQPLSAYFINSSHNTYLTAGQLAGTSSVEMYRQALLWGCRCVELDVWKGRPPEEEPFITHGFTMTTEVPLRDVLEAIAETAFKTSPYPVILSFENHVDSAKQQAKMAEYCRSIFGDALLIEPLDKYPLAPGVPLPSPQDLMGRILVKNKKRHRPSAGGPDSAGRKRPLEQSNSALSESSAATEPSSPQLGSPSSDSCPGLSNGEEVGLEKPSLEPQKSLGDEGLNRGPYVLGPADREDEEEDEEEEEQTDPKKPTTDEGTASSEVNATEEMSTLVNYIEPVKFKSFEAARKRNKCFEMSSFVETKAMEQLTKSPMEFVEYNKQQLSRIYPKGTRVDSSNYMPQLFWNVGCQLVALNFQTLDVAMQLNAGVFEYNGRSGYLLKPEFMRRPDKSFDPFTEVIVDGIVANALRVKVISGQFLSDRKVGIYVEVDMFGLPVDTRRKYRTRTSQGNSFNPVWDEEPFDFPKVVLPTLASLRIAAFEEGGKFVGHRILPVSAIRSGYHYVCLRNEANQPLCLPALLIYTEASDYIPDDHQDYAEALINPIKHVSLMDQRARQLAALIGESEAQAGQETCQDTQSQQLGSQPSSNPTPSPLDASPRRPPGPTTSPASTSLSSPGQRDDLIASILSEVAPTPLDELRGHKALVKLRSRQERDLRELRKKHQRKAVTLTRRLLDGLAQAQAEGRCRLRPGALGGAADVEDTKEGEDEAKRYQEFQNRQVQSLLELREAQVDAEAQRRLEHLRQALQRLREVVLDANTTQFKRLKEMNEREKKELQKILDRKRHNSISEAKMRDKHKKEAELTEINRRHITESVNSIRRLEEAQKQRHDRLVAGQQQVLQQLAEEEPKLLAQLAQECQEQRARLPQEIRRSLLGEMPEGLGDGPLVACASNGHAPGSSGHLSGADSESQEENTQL
sPLA2-III inh = Blocks human group III sPLA2 activity; inhibition, % at 12.2 µM; hit rate 0.56% among 370,000; QFRET BODIPY PC-A2 liposome hydrolysis, fluorescence; Q9NZ20; AID 743126;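 active = inhibition above mean plus 3 SD of compounds lying within the high and low control bounds, cut at about 19% in these data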;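 note: 0% = median of test compound wells and 100% = no enzyme DMSO wells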
ssDAF-12 act = activators of S. stercoralis DAF-12 nuclear receptor. HEK293 ssDAF-12/GRIP1 lit1-tk-luc reporter, luminescence; % of 3 µM dafachronic acid response. activation, % at 6.8 µM. hit rate 1% among 370,000. AID 652126;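 active = activation above the mean over all tested compounds plus 3 SD, cut at about 0.9% in these data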;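 note: 0% = DMSO-only wells and 100% = 3 µM delta7-dafachronic acid wells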
hgDAF12 agonist = activates the H. glycines DAF-12 receptor ligand-binding domain; HEK293 GAL4-hgDAF12 UAS-luciferase reporter, agonist luminescence; normalized to butyrate control; activation, % at 6.8 µM; hit rate 1.8% among 370,000;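 active = activation above a cutoff set at the mean of all screened compounds plus 3 SD, cut at about 10% in these data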;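 note: 0% = DMSO wells and 100% = sodium butyrate wells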
PLCg1 inh = inhibitors of human phospholipase C gamma1 | hit rate 0.84% among 370,000 | P19174 | purified PLC-gamma1, fluorogenic substrate, fluorescence | inhibition, % at 12.2 µM; in the data active = inhibition above about 9.5%
* = called active by the depositor; / = not tested or not shown.

Results follow in this order: GAA850 FXN act, hcDAF12 agonist, DAX1 inh-1, DAX1 inh-2, ADAM10 inh, ADAM17 inh, PLC-beta3 inh, sPLA2-III inh, ssDAF-12 act, hgDAF12 agonist, PLCg1 inh
CCN(CC)Cc1nc2c(c(=O)[nH]1)C(CC)(CC)Cc1ccccc1-2
    2.4, -3.3, -0.1, -0.3, -11, -2, -15, 6, -1.5, -2.1, -3
CCCC1(c2ccccc2)NC(=O)N(CC(=O)NCC2COc3ccccc3O2)C1=O (centres undefined)
    -0.9, -0.9, 0.1, -0.9, -4, -7, -7, 0, -0.6, -0.7, 2
O=C(C1CCCN1C(=O)c1cccs1)N1CCc2ccccc21 (centres undefined)
    0.3, 6.0*, 0.2, -1.2, 6, -1, -7, 0, -0.1, 0.6, 0
Cc1cc(C)c(C)c(C(=O)CSc2nnc(-c3ccc4[nH]c(C)c(C)c4c3)o2)c1C
    -1.7, -1.4, -0.4, -0.1, -2, -4, -2, -4, -0.7, 3.5, -1
Cc1cc2ncn(C3CC(O)C(CO)O3)c2cc1C (centres undefined)
    -0.3, 3.6, 0.0, -1.1, -9, -1, 4, 4, -1.2, -1.2, 5
O=S(=O)(c1cccc(-c2n[nH]c(=S)n2-c2ccc(OC(F)(F)F)cc2)c1)N1CCOCC1
    -2.4, -1.0, 0.5, 1.4, 8, -2, -22, 16, -0.9, 1.3, -13
CCOC(=O)c1cn(Cc2ccccc2)c2cc(C)nn2c1=O
    1.2, 0.4, 0.1, 0.2, -178, -64, -112, -2, -1.3, -1.5, -77
O=C(Cn1nc(C(F)(F)F)c2c1CCCCC2)N1CCOCC1
    1.0, 2.2, -0.5, 0.1, -6, -2, -1, -1, -1.2, -0.8, -1
COc1ccc(-c2nn(CCC(=O)O)cc2/C=C2\SC(N)=NC2=O)cc1OC
    2.7, -2.2, 0.3, 1.2, 8, 1, -33, 12, -0.7, -2.9, -27
COc1cc(C(=O)Nc2nnc(Cc3ccccc3)s2)cc(OC)c1OC
    1.2, -1.5, -0.9, 0.1, 7, 1, -3, -9, -1.1, -3.0, 1
CC(=O)N1c2ccc(S(=O)(=O)N3CCCC3)cc2CC1C(=O)NCc1ccc(OC(C)C)cc1 (centres undefined)
    -1.2, 0.6, -0.2, -0.1, -4, 0, -5, 0, -1.0, 2.8, 2
CC1CCCCN1CC(=O)Nc1ccc2c(c1)OC(F)(F)O2 (centres undefined)
    2.5, 1.7, -0.3, -1.3, -3, -1, -2, 12, -1.7, 0.1, 0
CC1(C)CC(=O)C2=C(C1)NC(=O)CC2c1cc(F)ccc1F (centres undefined)
    2.1, -0.8, 0.9, 0.1, 4, 1, 2, -2, -0.6, 1.4, 2
O=C(Nc1cccc(S(=O)(=O)N2CCCC2)c1)[C@@H]1O[C@H](CO)[C@H](O)[C@H](O)[C@H]1O
    1.1, -0.5, 0.9, /, 7, 5, 3, 1, -1.6, -2.5, 3
CC1(C(=O)Nc2ccc3[nH]ncc3c2)CCN1C(=O)Cc1ccc(-c2ccccc2)cc1 (centres undefined)
    -1.1, -3.9, -4.0, /, 9, 5, 3, -29, -2.0, -5.0, 1
Cn1c(CSCc2ccc(Cl)cc2)nnc1SCC(=O)Nc1nc2ccccc2s1
    0.6, 1.1, 0.9, 0.1, 0, -3, -1, 5, -0.7, 2.8, -1
O=C(CCNc1ccc(Cl)cc1)c1cccs1
    4.2, 2.2, 1.8, 2.4, 3, 2, 2, -2, 0.5, 7.4, 3
[O-]/[N+](=C\c1ccc(OC(F)F)cc1)c1ccccc1
    2.0, -1.1, -0.7, 1.3, 5, 2, 4, 3, -1.6, 0.3, 3
N#Cc1ccc(Oc2ccc(S(=O)(=O)N3CCCC3)cn2)cc1
    0.0, -1.4, -1.1, -0.3, -4, -7, -2, 2, -0.7, -1.8, 3
CC1CC(=O)Nc2ccccc2N1S(=O)(=O)c1ccc(C(F)(F)F)cc1 (centres undefined)
    0.1, -0.7, 0.8, -0.1, 8, 0, -2, 0, -1.1, -0.6, 1
O=C(c1cscn1)N1CCC(Oc2cccnc2)CC1
    /, 0.4, -0.1, /, -6, -4, 2, 0, -1.4, -3.9, -1
CCOC(=O)CCN(Cc1cccs1)S(=O)(=O)c1ccc(F)cc1
    0.0, -0.5, -1.0, -0.3, 0, -2, 1, -9, -1.9, 1.1, 3
Cc1ccc(CNC(=O)CN2C(=O)NC(C)(c3ccccc3Cl)C2=O)cc1 (centres undefined)
    1.5, -1.2, -0.2, -0.9, -3, -2, -5, -4, -0.9, 0.9, 1
CC1(C(=O)NS(C)(=O)=O)CCN1C(=O)Cc1ccc(-c2ccccc2)cc1 (centres undefined)
    -0.9, 0.2, 1.8, /, 1, -3, 1, -3, -0.7, -1.6, -1
O=C(NCCc1ccccc1)c1ccc(NS(=O)(=O)c2ccc3[nH]c(=O)[nH]c3c2)cc1
    3.0, 0.0, 3.8*, 1.6, 1, -2, -5, -8, -0.7, 6.1, 0
Cc1csc(SCC(=O)Nc2cc(F)ccc2C)n1
    -1.2, -1.8, -0.8, 0.9, 9, 1, 6, -4, -1.2, -2.5, 2
COC(=O)Cc1cnc(NC(=O)C2C3CCC(C3)C2C(=O)O)s1 (centres undefined)
    -0.7, -0.9, 0.4, 1.0, 1, -2, 0, 2, -1.2, 2.0, -2
O=C(NCCN1CCNC1=O)C1CCC(=O)N(CCc2ccc(Cl)cc2)C1 (centres undefined)
    0.4, -1.8, 0.8, 0.3, -8, -6, -6, 3, -1.5, 0.8, -2
CC1NC(=O)c2cc3ccccc3cc2-n2c1nc1cc(Cl)ccc1c2=O (centres undefined)
    0.0, 3.0, -1.3, 1.4, -28, -9, -17, 7, 1.1*, 1.8, -9
Cc1[nH]n(-c2ccc(F)cc2)c(=O)c1C=Nc1ccc(S(=O)(=O)N(C)C)cc1
    -3.1, 0.7, 0.0, -1.1, -5, -3, -1, 1, -1.4, 3.5, -1
CCCCOCCCNC(=O)C[C@H]1C[C@@]2(C(=O)OC)C(=C[C@H](C3CCCC3)O[C@@H]2C)N(CCc2ccc(OC)c(OC)c2)C1=O
    /, -1.5, 0.8, /, 8, 4, 5, -7, -0.9, 2.8, 1
CCOC(=O)C1(Cc2ccccc2)NC(c2ccccc2F)C2C(=O)N(CC)C(=O)C21 (centres undefined)
    -4.7, -2.7, -1.7, -2.0, -1, -2, -2, 0, -1.5, -2.2, -1
CCCNC(=O)C1(C)CCN(C(=O)Cc2ccc(OC)c(OC)c2)C1 (centres undefined)
    -3.1, -0.2, 1.6, /, -3, -1, 3, 4, -0.9, 4.3, 4
O=C(c1cccc(F)c1)N1CCN(c2ccc([N+](=O)[O-])c(N3CCCCC3)c2)CC1
    -1.2, -1.7, -0.6, -0.2, 9, 4, 9, 4, -1.2, 0.2, 8
COc1ccc(CNC(=O)[C@H](Cc2ccccc2)NC(=O)CC[C@H]2O[C@@H](n3ccc(=O)[nH]c3=O)[C@H](O)[C@@H]2O)cc1
    /, -0.8, 0.1, /, -7, -7, 0, 10, -1.0, -3.1, 2
COc1ccc(-n2c(=O)cc(N3CCN(c4ccccc4)CC3)[nH]c2=O)cc1
    -0.8, 0.7, 0.1, 0.6, 4, -2, -4, 6, -1.6, 0.1, 0
O=C(c1ccc2nsnc2c1)N1CCN(c2ccc([N+](=O)[O-])cc2)CC1
    0.7, -1.8, -0.6, 0.2, 4, -1, -6, 8, -1.2, 0.7, 1
C/C(=N/NC(=O)C1CCCC1)c1ccc(NC(=O)C(F)(F)F)cc1
    3.0, -1.1, 0.2, -0.1, -11, -2, -7, -3, -0.3, 2.3, -1
O=C(Oc1cc(Cl)ccc1Cl)c1ccc(N2CCOCC2)c([N+](=O)[O-])c1
    1.9, 1.4, -0.1, 0.5, 13, 6, 5, -2, -0.4, -0.4, 2
CSC(=O)NC(=O)NC(=O)c1ccc([N+](=O)[O-])cc1
    -0.5, 1.9, 0.1, 0.2, 6, 0, -3, 6, -1.1, -3.1, 4
C=CCN1C(=O)C2C(C(=O)NC3CCCC3)C3(C)C=CC2(O3)C1C(=O)NC1CCCC1 (centres undefined)
    3.0, -1.0, -0.2, -0.3, -3, -2, -3, 3, -1.4, 0.0, 0
O=C(O)CCc1ccc(-c2ccccc2)n1NC(=O)c1sc2ccccc2c1Cl
    1.2, -0.9, -0.4, -0.2, 0, -1, -5, -25, -1.0, 1.6, -1
CCSc1nnc(N2C(=O)C(O)=C(C(=O)c3ccco3)C2c2cccc(OC)c2)s1 (centres undefined)
    2.4, -1.5, 1.4, 0.6, -4, -2, -99, -9, -1.0, 3.7, -71
CCOC(=O)c1cccc(NC(=O)COc2nsnc2N2CCOCC2)c1
    0.6, -3.0, -0.6, -0.8, 1, -2, -1, -5, -1.6, -1.8, 2
O=C(CSCc1c(F)cccc1Cl)NCc1cccnc1
    2.4, 1.1, 1.7, -0.5, -4, -1, 0, 3, -1.1, -1.3, 0

Five structures already listed, sorted by length of the SMILES, lowest first:
Results follow in this order: GAA850 FXN act, hcDAF12 agonist, DAX1 inh-1, DAX1 inh-2, ADAM10 inh, ADAM17 inh, PLC-beta3 inh, sPLA2-III inh, ssDAF-12 act, hgDAF12 agonist, PLCg1 inh
O=C(CSCc1c(F)cccc1Cl)NCc1cccnc1
    2.4, 1.1, 1.7, -0.5, -4, -1, 0, 3, -1.1, -1.3, 0
CSC(=O)NC(=O)NC(=O)c1ccc([N+](=O)[O-])cc1
    -0.5, 1.9, 0.1, 0.2, 6, 0, -3, 6, -1.1, -3.1, 4
O=C(O)CCc1ccc(-c2ccccc2)n1NC(=O)c1sc2ccccc2c1Cl
    1.2, -0.9, -0.4, -0.2, 0, -1, -5, -25, -1.0, 1.6, -1
CCSc1nnc(N2C(=O)C(O)=C(C(=O)c3ccco3)C2c2cccc(OC)c2)s1 (centres undefined)
    2.4, -1.5, 1.4, 0.6, -4, -2, -99, -9, -1.0, 3.7, -71
COc1ccc(CNC(=O)[C@H](Cc2ccccc2)NC(=O)CC[C@H]2O[C@@H](n3ccc(=O)[nH]c3=O)[C@H](O)[C@@H]2O)cc1
    /, -0.8, 0.1, /, -7, -7, 0, 10, -1.0, -3.1, 2

(further entries)
Results follow in this order: GAA850 FXN act, hcDAF12 agonist, DAX1 inh-1, DAX1 inh-2, ADAM10 inh, ADAM17 inh, PLC-beta3 inh, sPLA2-III inh, ssDAF-12 act, hgDAF12 agonist, PLCg1 inh
COc1ccc(OC)c(S(=O)(=O)NC(=O)C2(C)CCN2C(=O)Cc2ccc(Cl)cc2Cl)c1 (centres undefined)
    1.0, -0.8, -1.1, /, -28, -1, -5, 10, -0.9, 0.3, -6
CC1(C)C(=O)OC(c2cccn2-c2cccc([N+](=O)[O-])c2)C2(CCCCC2)C1=O (centres undefined)
    /, -1.5, -0.3, /, -8, -1, 1, 2, -1.4, 6.9, -1
O=C(NCc1ccccc1)C(=O)Nc1cccc(C(=O)O)c1
    4.3, 4.7, 2.5, -4.2, -3, -3, -3, -7, -0.2, 7.8, 2
COc1ccc(N2CCN(C(=O)CCNS(=O)(=O)c3ccc(Br)s3)CC2)cc1
    0.6, -1.8, -0.8, -0.3, 9, -1, 5, -3, -1.7, -2.3, 0

This is a random part of the collection, and some 6.9% of all compounds hit somewhere here.
